# Screening results deposited in PubChem BioAssay by several laboratories.
# NR2E3 ag-1: activates human photoreceptor nuclear receptor NR2E3. GST-NR2E3/biotin-RetCOR TR-FRET, 1536-well. inhibition of corepressor binding, % at 4.78 µM. 320,000 tested, 0.12% active. AID 2300;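 active means percent inhibition above the cutoff of mean plus 3 SD of all tested compounds, set per screening campaign, cut at about 20% in these data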;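 further: 0% = DMSO wells and 100% = biotin wells as full block of FRET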
# Target sequence (Q9Y5X4 whole entry, looked up): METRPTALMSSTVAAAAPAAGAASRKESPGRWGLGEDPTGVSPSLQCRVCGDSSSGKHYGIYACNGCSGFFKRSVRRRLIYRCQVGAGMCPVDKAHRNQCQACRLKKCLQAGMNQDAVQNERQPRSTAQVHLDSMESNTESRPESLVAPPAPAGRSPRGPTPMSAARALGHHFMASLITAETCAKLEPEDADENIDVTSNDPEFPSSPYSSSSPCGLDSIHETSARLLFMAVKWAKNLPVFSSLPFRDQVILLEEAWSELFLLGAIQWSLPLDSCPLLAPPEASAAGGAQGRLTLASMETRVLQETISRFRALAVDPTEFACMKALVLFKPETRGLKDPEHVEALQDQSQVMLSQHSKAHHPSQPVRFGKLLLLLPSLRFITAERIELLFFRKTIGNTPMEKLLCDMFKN
#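 Material: NR2E3–RetCOR corepressor complex / Amount: 1.35 nM GST-NR2E3 / Medium: Tris pH 7.5 / Compound: single nominal compound dose of 4.8 µM / Incubation: 5 h at 4 °C / Technique: TR-FRET, Eu(K)-anti-GST donor, streptavidin-D2 acceptor, ex 340, em 617/671 nm / Read-out basis: percent loss of FRET ratio relative to control wells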
# NR2E3 ag-2: activates human NR2E3 receptor; Q9Y5X4; CHO-S Gal4-NCOR/VP16-NR2E3 two-hybrid, luciferase; inhibition of corepressor binding, % at 3.98 µM; 360,000 tested, 0.35% active; AID 602229;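 active means inhibition above the mean of all tested compounds plus 3 SD, cut at about 70% in these data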;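 further: 0% = DMSO with NR2E3 transfected cells and 100% = cells lacking NR2E3 construct; higher means lower luciferase signal from less NR2E3 corepressor binding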
# TRAIL sens C8: caspase-8 TRAIL sensitization; NB7+C8 cells + TRAIL, ATPlite viability luminescence; inhibition (viability loss, TRAIL sensitization), % at 10 µM; 360,000 tested, 1% active;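 active means compounds causing at least 50% loss of cell viability in the single-dose screen, relative to plate controls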
# HIF-2a inh: HIF-2a inhibition; AID 624352; 360,000 tested, 0.72% active; inhibition, % at 18.8 µM; 786-0 RCC cells HIF-2a reporter, luciferase luminescence, overnight;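 active means inhibition of the luminescence signal of 40% or more relative to plate controls, in a single-dose primary screen at 18.75 µM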
# KKLEB tox: CF airway cell cytotoxicity counter-screen | KKLEB CF airway cells viability, ATPlite luminescence, overnight; hits give low values; cells stimulated with P. aeruginosa culture filtrate | activity change (cytotoxicity), % at 5 µM | 360,000 tested, 0.36% active | AID 602141;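 active means corrected activity change at or below -50% at 5 µM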
# MITF TRPM1 inh: inhibitors of MITF-driven TRPM1 promoter in melanoma cells. SK-MEL-5 TRPM1 promoter luciferase, 24 h. inhibition, % at 12.5 µM. 330,000 tested, 0.83% active. AID 488899;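 active means mean inhibition across replicates of 60% or more, whatever share of single replicates reaches that level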; further: values of inactives mirror those of a sister screen read the other way
# TWEAK-Fn14 inh: blocks TWEAK-Fn14 interaction in a reporter cell assay | 360,000 tested, 2% active | AID 1159606 | TWEAK-stimulated Fn14 reporter cells, luciferase luminescence, 8 h | inhibition, % at 10 µM; in the data active means inhibition above about 50%
# CF NFkB block: inhibitors of cystic fibrosis induced NF-kB; 360,000 tested, 0.86% active; inhibition, % at 5 µM; KKLEB NF-kB-GFP reporter, PAF-induced, GFP fluorescence overnight;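 active means at least 50% inhibition at 5 µM, scaled per plate between neutral and stimulator controls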;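 further: PAF is a Pseudomonas aeruginosa culture filtrate used as stimulus; plate controls were PAF-stimulated DMSO wells for no effect and unstimulated DMSO wells for full effect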
# Shn3 inh set2: inhibitors of Schnurri-3 3'UTR reporter in osteoblasts | inhibition, % at 12.5 µM | 360,000 tested, 0.52% active | Clone20 osteoblast Shn3 3'UTR firefly luciferase, 24 h;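 active means mean inhibition of at least 75% with every replicate also reaching 75%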;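 further: 0% = median of neutral control wells and 100% = pilot-screen positive control compound; some compounds past the cut are filed as inactive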
# TROY signal inh: blocks TROY-dependent signaling in reporter cells; Q293 LMP1-TROYcd NF-kB luciferase reporter, 4 h; inhibition, % at 10 µM; 360,000 tested, 0.98% active; AID 1347056;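 active means compounds whose plate-normalised and pattern-corrected inhibition of the luciferase reporter signal at the single screening dose is 50% or more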
# Peg3 prom inh: inhibitors of Peg3 promoter; 360,000 tested, 1.7% active; HeLa PEG-Prom luciferase reporter, luminescence, overnight; inhibition, % at 20 µM;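 active means inhibition of at least 50% at 20 µM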
# * marks the source's active call; other numbers are inactive results; . = no result given. These rows are one share of the data; the hit share may differ from the screen's.
SMILES,NR2E3 ag-1,NR2E3 ag-2,TRAIL sens C8,HIF-2a inh,KKLEB tox,MITF TRPM1 inh,TWEAK-Fn14 inh,CF NFkB block,Shn3 inh set2,TROY signal inh,Peg3 prom inh
Cc1ccc(CN2CCCC2(C)C(=O)NC(C)C)cc1 (stereo not drawn),.,-9,-11,17,18,.,-6,-9,-9,6,7
COc1cc2c(c(OC)c1OC)C(=O)CO2,.,-43,7,12,-18,5,-20,6,-1,26,9
C#CCN(C[C@@H]1[C@@H](OC(=O)NCc2ccccc2F)[C@@H](OC(=O)NCc2ccccc2F)Cn2c(=O)ccc(=O)n21)S(=O)(=O)c1ccc(C)cc1,.,43,81*,95*,-85*,.,107*,77*,96*,61*,97*
COc1cc(C(=O)N2CCN(c3cccc(C)c3C)CC2)cc(OC)c1OC,-1,-6,8,16,-24,22,2,43,29,8,-6
Cc1ccc(CC(=O)Nc2ccc([N+](=O)[O-])cc2C)cc1,6,-4,1,-2,13,9,-1,-6,-11,6,-3
COc1cc(Cl)c(NC2=CC(=O)C(=O)c3ccccc32)c(OC)c1,1,-14,87*,37,-44,96*,25,83*,19,20,16
O=C(Nc1ccnn1C1CCN(Cc2ccccc2)CC1)C1CCCC1,5,-20,22,9,-9,-14,-2,-17,-2,-32,-8
CN(C(=O)c1ccc2c(c1)OCO2)C1(C(=O)NC2CCCCC2)CCCCC1,0,-12,-9,13,8,-9,2,-23,7,-3,13
CC(C)c1ccc(NC(=O)COC(=O)/C=C/c2cccc([N+](=O)[O-])c2)cc1,-1,-16,-2,-20,6,17,-10,-9,-1,9,-10
Cc1ccc(N=C(NO)c2nonc2N)cc1,4,-29,-18,-45,1,-23,4,18,-33,-3,-47
O=C(NCCNC(=O)c1ccccn1)c1ccc(Cl)cc1,2,-22,-6,1,3,-6,14,19,6,-9,-5
O=C(NCc1ccc2c(c1)OCO2)c1cccc(S(=O)(=O)N2CCCCC2)c1,6,15,-9,7,2,10,-5,-2,-21,-7,18
Cc1ccccc1S(=O)(=O)NCc1ccc(N2CCN(C)CC2)cc1,0,-2,-2,-37,8,.,5,5,-35,-7,-27
Cc1ccccc1C(=O)Nc1ccc(Br)c(C)n1,1,-85,7,-230,-2,-39,-25,-7,-20,-56,-276
C=C[C@@H]1c2c(F)cccc2N(S(=O)(=O)c2ccc(C)cc2)[C@H](c2ccc(OC(C)=O)cc2)C1(C#N)C#N,-3,9,9,19,-15,1,27,8,27,-3,41
COc1ccc([C@H]2CC(=O)C=C(c3ccc(Cl)c(F)c3)C2)cc1,-1,-17,9,-81,-2,-13,-31,15,-22,-15,-37
Cc1cc2c(N=O)c(NO)ccc2[nH]1,-6,18,3,7,-5,50,15,0,43,1,1
CCOC(=O)/C(C#N)=C/Nc1ccccc1NS(=O)(=O)c1cccc(C(C)=O)c1,-2,-17,2,19,4,4,-2,8,-37,5,11
CCCCCOC(=O)C1C(c2ccccc2)C(C(=O)O)C1c1ccccc1 (stereo not drawn),0,14,-3,18,-2,-7,-4,-4,-5,-5,11
COCC(C)NC(=O)CCS(=O)(=O)c1nc(-c2ccc(OC)cc2)cc(C(F)(F)F)n1 (stereo not drawn),4,16,-14,94*,-76*,7,86*,86*,-9,46,110*
CCCc1nnc(SCC(=O)N2CCCC(C)C2)n1CCOC (stereo not drawn),2,-13,-3,12,6,12,-11,5,24,6,7
Cc1nc(N2CCN(Cc3ccc(Cl)cc3)CC2)c2oc3ccccc3c2n1,1,-5,12,-32,6,-4,-3,-5,24,44,5
Cc1cccc(C(=O)NC2CCN(S(=O)(=O)c3ccccc3F)CC2)c1,3,-33,6,1,12,4,-2,-5,-7,-2,-13
Cc1ccc(C(C(=O)NC2CCCCC2)N(Cc2ccccc2)C(=O)Cc2c[nH]c3ccccc23)o1 (stereo not drawn),-1,-46,-4,9,-5,-2,35,-7,27,26,40

# 3 of the entries above in order of the HIF-2a inh value, high to low.
SMILES,HIF-2a inh
C=C[C@@H]1c2c(F)cccc2N(S(=O)(=O)c2ccc(C)cc2)[C@H](c2ccc(OC(C)=O)cc2)C1(C#N)C#N,19
CCCc1nnc(SCC(=O)N2CCCC(C)C2)n1CCOC (stereo not drawn),12
COc1ccc([C@H]2CC(=O)C=C(c3ccc(Cl)c(F)c3)C2)cc1,-81

# Part of the list above, reformatted.
Cc1ccc(N=C(NO)c2nonc2N)cc1
  NR2E3 ag-1: 4
  NR2E3 ag-2: -29
  TRAIL sens C8: -18
  HIF-2a inh: -45
  KKLEB tox: 1
  MITF TRPM1 inh: -23
  TWEAK-Fn14 inh: 4
  CF NFkB block: 18
  Shn3 inh set2: -33
  TROY signal inh: -3
  Peg3 prom inh: -47
O=C(NCCNC(=O)c1ccccn1)c1ccc(Cl)cc1
  NR2E3 ag-1: 2
  NR2E3 ag-2: -22
  TRAIL sens C8: -6
  HIF-2a inh: 1
  KKLEB tox: 3
  MITF TRPM1 inh: -6
  TWEAK-Fn14 inh: 14
  CF NFkB block: 19
  Shn3 inh set2: 6
  TROY signal inh: -9
  Peg3 prom inh: -5
O=C(NCc1ccc2c(c1)OCO2)c1cccc(S(=O)(=O)N2CCCCC2)c1
  NR2E3 ag-1: 6
  NR2E3 ag-2: 15
  TRAIL sens C8: -9
  HIF-2a inh: 7
  KKLEB tox: 2
  MITF TRPM1 inh: 10
  TWEAK-Fn14 inh: -5
  CF NFkB block: -2
  Shn3 inh set2: -21
  TROY signal inh: -7
  Peg3 prom inh: 18

# Remaining list, next part
SMILES,NR2E3 ag-1,NR2E3 ag-2,TRAIL sens C8,HIF-2a inh,KKLEB tox,MITF TRPM1 inh,TWEAK-Fn14 inh,CF NFkB block,Shn3 inh set2,TROY signal inh,Peg3 prom inh
CC(C)N(CCc1ccncc1)C(=O)Nc1ccc(Cl)c(Cl)c1,0,-3,-5,11,5,-10,9,-8,70,-10,-15
Cn1nc(C(=O)NNC(=O)c2ccc(Cl)cc2)ccc1=O,1,14,-6,2,-1,-15,15,4,-13,-15,-2
CCN(CC(=O)Nc1ccc(OC)c(OC)c1)CC(=O)Nc1ccccc1C(F)(F)F,2,1,-2,6,6,4,-17,4,-24,-1,2
COc1ccc(OC)c(NC(=O)c2ccc3c(c2)OCO3)c1,6,-2,-1,-63,-1,0,-16,-24,-12,-17,-25
Cc1noc(C)c1S(=O)(=O)Nc1ccc2c(c1)C(=O)N([C@H](C)CO)C[C@H](C)[C@@H](CN(C)S(=O)(=O)c1ccc(F)cc1)O2,.,-33,-12,8,-14,-2,-27,-5,4,7,-3
COC(=O)COc1cccc2c(=O)n(CC(=O)NCc3ccc(F)cc3)ccc12,3,-51,3,-10,-4,.,10,27,-21,23,22
Cc1ccc(S(=O)(=O)N2CCN(Cc3ccccc3)CC2)cc1,-3,9,-5,11,4,4,-7,-1,10,0,6
NC(=O)c1cccc(S(=O)(=O)N2CCCCC2)c1,-1,5,-11,9,10,2,-2,-14,-18,1,21
Cc1nn(C(C)C(=O)N2CCc3ccccc3C2)c(=O)c2cc3occc3n12 (stereo not drawn),1,23,-3,9,-6,-2,4,3,-2,22,7
COc1ccccc1NC(=O)c1cccnc1,1,-25,-6,20,3,11,-5,0,-34,-15,19
CN(C)S(=O)(=O)Oc1ccsc1C(=O)Nc1ccc(C(F)(F)F)cc1,-1,-5,-1,-4,-8,-17,-3,-11,19,-8,10
Cc1ccc(SCC(=O)Nc2ccc(S(=O)(=O)Nc3nccs3)cc2)cc1,1,1,-8,11,5,-5,-6,16,-9,-9,18

# Record cards (already shown). Screens in order: NR2E3 ag-1, NR2E3 ag-2, TRAIL sens C8, HIF-2a inh, KKLEB tox, MITF TRPM1 inh, TWEAK-Fn14 inh, CF NFkB block, Shn3 inh set2, TROY signal inh, Peg3 prom inh
# Listed for Cn1nc(C(=O)NNC(=O)c2ccc(Cl)cc2)ccc1=O → 1, 14, -6, 2, -1, -15, 15, 4, -13, -15, -2
# Listed for COc1ccccc1NC(=O)c1cccnc1 → 1, -25, -6, 20, 3, 11, -5, 0, -34, -15, 19
# Listed for Cc1noc(C)c1S(=O)(=O)Nc1ccc2c(c1)C(=O)N([C@H](C)CO)C[C@H](C)[C@@H](CN(C)S(=O)(=O)c1ccc(F)cc1)O2 → ., -33, -12, 8, -14, -2, -27, -5, 4, 7, -3
# Listed for NC(=O)c1cccc(S(=O)(=O)N2CCCCC2)c1 → -1, 5, -11, 9, 10, 2, -2, -14, -18, 1, 21
# Listed for COC(=O)COc1cccc2c(=O)n(CC(=O)NCc3ccc(F)cc3)ccc12 → 3, -51, 3, -10, -4, ., 10, 27, -21, 23, 22

# Further structures:
SMILES,NR2E3 ag-1,NR2E3 ag-2,TRAIL sens C8,HIF-2a inh,KKLEB tox,MITF TRPM1 inh,TWEAK-Fn14 inh,CF NFkB block,Shn3 inh set2,TROY signal inh,Peg3 prom inh
O=C(COc1ccc(Br)cc1)Nc1ccc(N2CCOCC2)cc1N1CCOCC1,3,-16,7,8,-23,6,-20,17,20,3,33
CCN1CC(CN(C)Cc2nc(COc3ccccc3)no2)CC1=O (stereo not drawn),2,-7,-1,12,10,4,-6,9,-4,5,5
Cc1[nH]c2ccccc2c1C(=O)CN1CCCC(C)C1 (stereo not drawn),-2,-10,-8,9,9,18,8,15,-15,-9,2
O=C(NCCN1CCOCC1)c1cn(-c2ccccc2)nc1-c1cccs1,3,9,11,-3,-3,13,-15,-13,-5,-33,13
CN(C)CCOc1ccc2c(c1)Sc1ccccc1CC2=O,-2,0,-3,3,4,2,9,2,10,7,-15
NC(N)=NC1=NC(=O)/C(=C/c2ccccc2-n2cccn2)S1,1,-14,-4,21,8,5,-7,4,3,5,16
Cc1ccc(NC(=O)Cn2nnc(C(=O)NCc3cccs3)c2N)cc1,0,-13,-10,11,8,-1,-10,1,8,-11,7
Cc1ccc2cc(C)c(N3CCN(c4ccc(F)cc4)CC3)nc2c1,-1,-11,15,-12,-2,-6,8,-4,30,2,0
COc1cccc(NC(=O)OCCN2CCN(Cc3ccccc3)CCC2=O)c1,1,4,-9,-31,9,-6,-4,-5,8,-20,-2
Cc1ccc(OCC(=O)N2CCc3ccccc3C2)cc1C,.,-43,-13,-129,15,.,0,-5,-6,-54,-108
CCCc1cc(=O)[nH]c(SCC(=O)c2c(N)n(CC(C)C)c(=O)n(C)c2=O)n1,-1,5,85*,26,8,36,-5,2,57,6,55*
O=C(COc1cccc2c1CCN(Cc1ccc(Cl)cc1)C2=O)N1CCOCC1,1,0,10,4,-3,4,24,-4,12,0,-16
C=CCNC(=O)Nc1ccc(Cl)cn1,1,-7,-5,2,7,-7,-1,6,-18,12,-3
CC1CCCN(C(=O)C2CCN(S(=O)(=O)c3ccccc3)CC2)C1 (stereo not drawn),.,-23,-9,9,-6,-2,-3,-10,-5,-2,18
CC(C)CCNC(=O)CN(C(=O)CCC(=O)Nc1ccccn1)c1ccc2c(c1)OCO2,2,-2,-1,1,-12,5,-21,7,16,-13,6
CC(C)CCNC(=O)c1onc(CSc2ccc(F)c(F)c2)c1C(=O)NCCC(C)C,5,18,-1,20,-12,0,13,18,6,-1,30
